High-throughput results (PubChem BioAssay)
LmPK inhibitor: LmPK (Leishmania mexicana) enzyme inhibition | Q27686 | purified LmPK, Kinase-Glo ATP luminescence, 1 h | Potency, µM (series often up to 57.5 µM), inactives show at the highest dose activity change, negative = inhibition, usual class: inhibitors | hit rate 0.37% among 290,000 | AID 1721; note: potency is the fitted concentration of half-maximal effect
Target sequence (Q27686 whole entry, looked up): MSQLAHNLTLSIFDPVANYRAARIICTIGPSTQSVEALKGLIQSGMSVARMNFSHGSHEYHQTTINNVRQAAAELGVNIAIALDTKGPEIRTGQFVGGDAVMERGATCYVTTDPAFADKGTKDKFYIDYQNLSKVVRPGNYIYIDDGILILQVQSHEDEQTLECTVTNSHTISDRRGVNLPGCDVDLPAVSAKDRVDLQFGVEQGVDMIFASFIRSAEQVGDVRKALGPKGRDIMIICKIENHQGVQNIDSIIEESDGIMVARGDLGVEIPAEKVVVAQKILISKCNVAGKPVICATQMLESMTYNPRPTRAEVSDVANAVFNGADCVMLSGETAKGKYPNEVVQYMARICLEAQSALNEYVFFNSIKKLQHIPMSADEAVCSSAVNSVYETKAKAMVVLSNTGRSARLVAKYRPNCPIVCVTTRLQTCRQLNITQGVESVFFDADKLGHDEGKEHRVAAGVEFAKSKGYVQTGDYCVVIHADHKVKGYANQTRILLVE
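ATP generated from ADP (0.1 mM) and PEP (0.5 mM) by 0.1 nM LmPK over 1 h at room temperature (pH 7.2 imidazole buffer) was detected by coupled luciferase luminescence. Values were normalized to uninhibited and no-enzyme wells.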
HCMV antiviral: inhibitors of human cytomegalovirus; activity change, negative = inhibition, % at 57.5 µM; HFF cells, HCMV-luciferase reporter, 72 h; active compounds read low; hit rate 4.5% among 410,000; AID 1259415; in the data active = activity change below about -60%; inconclusive = no clear call, values can overlap the other calls; inactive = above about -39%
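Two compound doses tested in HFFs infected with HCMV-luciferase, MOI 1 PFU/cell, 72 h at 37C. Lysate luminescence read with OneGlo; data normalized against buffer-only and 10uM Salinomycin inhibitor controls.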
TbPYK inhibitor: blocks Trypanosoma brucei pyruvate kinase; Q57TT1; TbPYK enzyme, Kinase-Glo Plus ATP luminescence, 45 min; Potency, µM (titrated, usually from 76.8 µM), for the others: top-dose activity, negative = inhibition, actives largely listed as inhibitors; hit rate 0.12% among 410,000; AID 624173; note: potency is the fitted concentration of half-maximal effect; nearly all actives have a fitted effect of over 50% in size
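Quantitative HTS: titrated library compounds versus trypanosomal pyruvate kinase in TEA buffer (pH 7.2) containing KCl, MgCl2, BSA and Tween-20. Reactions were initiated with ADP, 130 uM final. Kinase-Glo Plus luminescence was read after 45 min at RT.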
AMA1 RON2 block: disrupts binding of P. falciparum AMA1 to RON2 | Potency, µM (doses to about 58.2 µM), for the others: at the highest dose activity change, negative = inhibition, actives largely listed as inhibitors | AlphaScreen AMA1-biotinylated RON2 peptide binding | AID 720542 | hit rate 0.2% among 360,000;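 note: potency is the fitted concentration of half-maximal effect; 0% = vehicle wells and -100% = peptide control; nearly all actives have a fitted effect of over 45% in size; some results filed as inactive show a strong effect at the top dose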
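AMA1 (3D7) with his tag at 25 nM final met compounds first, then biotinylated RON2 peptide at 25 nM; detection used donor plus acceptor beads, 10 µg/mL apiece, read by AlphaScreen after 30 min at room temperature.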
AmpC no deterg: blocks E. coli AmpC beta-lactamase in detergent-free assay; P00811; Potency, µM (doses to about 57.1 µM), without a hit: top-dose activity change, negative = inhibition, actives largely listed as inhibitors; AmpC nitrocefin hydrolysis, absorbance 480 nm, 0.0001% Triton; hit rate 0.52% among 330,000;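 note: potency is the fitted concentration of half-maximal effect; plate controls were no compound for no effect and no enzyme for full effect; nearly all actives have a fitted effect of over 20% in size; some results filed as inactive show a strong effect at the top dose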
Target sequence (P00811 whole entry, looked up): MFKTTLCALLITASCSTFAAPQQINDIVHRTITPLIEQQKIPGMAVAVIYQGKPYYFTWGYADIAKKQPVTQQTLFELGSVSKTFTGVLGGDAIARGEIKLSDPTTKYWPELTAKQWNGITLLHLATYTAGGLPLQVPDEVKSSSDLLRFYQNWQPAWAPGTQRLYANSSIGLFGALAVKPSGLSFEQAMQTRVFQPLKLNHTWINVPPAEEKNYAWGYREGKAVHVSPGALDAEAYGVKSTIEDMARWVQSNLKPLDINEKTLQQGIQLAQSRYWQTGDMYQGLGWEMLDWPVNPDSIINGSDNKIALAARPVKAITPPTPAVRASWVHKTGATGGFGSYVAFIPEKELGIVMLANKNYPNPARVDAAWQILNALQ
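20 mM phosphate pH 7.0 + 0.01% (detergent screen) or 0.0001% Triton X-100; 5.3 nM AmpC reagent; cpd preinc 15 min RT; nitrocefin (800 uM stock) to start; A480 q20 s × 4 min; Activity was normalised to no-enzyme and no-compound control wells.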
AmpC detergent: blocks E. coli AmpC beta-lactamase in detergent assay | P00811 | AmpC hydrolysis of nitrocefin, absorbance 480 nm, 0.01% Triton | Potency, µM (doses to about 114 µM), for inactives: at the highest dose activity change, negative = inhibition, hits mostly inhibitors | hit rate 0.041% among 370,000 | AID 485294;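 note: potency is the fitted concentration of half-maximal effect; 0% = no-compound wells and -100% = no-enzyme wells; nearly all actives have a fitted effect of over 25% in size; some results filed as inactive show a strong effect at the top dose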
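AmpC (5.3 nM in the dispensed reagent) in 20 mM phosphate pH 7.0 with 0.01% (detergent screen) or 0.0001% Triton X-100 was preincubated with compounds for 15 min at room temperature. Nitrocefin was then added from an 800 uM solution, and hydrolysis was followed at 480 nm.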
HCV inh: HCV inhibition | AID 651820 | Huh7.5.1 HCVcc-Cre infection, luciferase reporter, 44 h | Potency, µM (doses to about 41.8 µM), without a hit: at the top dose activity change, negative = inhibition, most hits filed as inhibitors | hit rate 3.4% among 340,000; note: potency is the fitted concentration of half-maximal effect
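HCVcc-Cre virus at an moi near 0.5 was added right after compound to cells cultured 4 h from seeding (1,000 cells/well). Luciferase activity was determined 44 h later, 15 min after substrate addition at RT.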
Numbers without * were called inactive; u = inconclusive; x = no result given; & = joins results of further samples; [ ] = dose if it differs, or a comment. Unless noted, calls come from the whole dose curve; as a rule, active = well fitted curve in the direction sought with a large enough effect; inconclusive = small, poorly fitted or top-dose-only effect, or another doubt; inactive = no such curve, though single readings can be large; an effect the other way counts as inactive or inconclusive. Unless noted, % is set by controls: 0 for no effect and ±100 for the full control effect. Compounds were not picked by outcome (roughly 7.5% active in at least one column).

SMILES	LmPK inhibitor	HCMV antiviral	TbPYK inhibitor	AMA1 RON2 block	AmpC no deterg	AmpC detergent	HCV inh
CCC(=O)c1cn(CC(=O)Nc2cccc(OC)c2)c2ccccc12	2%	4	0%	-2%	-22%	-4%	-20%
COc1ccc(CNc2ncnc(N)n2)cc1	5%	36	6%	4%	-10%	2%	-5%
Cc1cccc(-c2nc(CN3C(=O)CN=C(c4ccccc4)c4ccccc43)c(C)o2)c1	x	-17	-3%	x	x	-4%	x
CC(C)c1nc(SCC(=O)Nc2ccc3c(c2)OCCO3)c2c(=O)n(C)c(=O)n(C)c2n1	-2%	-7	-3%	-1%	-11%	-4%	0%
CSc1nc2c(cc1C#N)CCC2	4%	-36	-15%	5%	-18%	-5%	18%
O=C(Cc1ccccc1Cl)NCCCn1ccnc1	-2%	u	4%	-11%	-25%	u	32%[activator]
CCOC(=O)N1CCN(C(=O)c2cnsn2)CC1	1%	51	1%	-16%	-10%	-12%	1%
C=CCc1cc(Cl)ccc1OCCNCCN1CCOCC1	-3%	u	-13%	-21%	38%	-1%	-28%
Cc1nn(C(C)C(=O)NCc2ccccc2Cl)c(=O)c2c1sc1ccccc12 (stereo not drawn)	0%	-5	2%	-4%	-18%	4%	u
CCO[C@@H]1OC(C(=O)N2CCOCC2)=C[C@H](C2CC2)[C@H]1CCCO	2%	20	-3%	47%[activator]	52%	-7%	35%[activator]
CCOC(=O)c1c(-c2cccc3ccccc23)csc1NC(=O)C1C2CCC(O2)C1C(=O)O (stereo not drawn)	7%	-35	-9%	-1%	-31%	-10%	11%
O=C(CN1C(=O)S/C(=C\C=C\c2ccccc2)C1=O)Nc1ccccc1C(=O)O	1%	u	-10%	-2%	-41%	6%	11%
C/C(=N/NC(=O)c1cc(C)[nH]n1)c1ccco1	-20%	42	6%	60%[activator]	-17%	1%	8%
CCn1c(SCC(=O)OC)nnc1-c1ccccc1	1%	-3	-2%	1%	-5%	-2%	9%
COc1ccc(Cl)cc1C(=O)NCCc1ccc(S(=O)(=O)NC(=O)NC2CCCCC2)cc1	-2%	-63*	3%&0%	-8%	-38%	-2%	3%[8.37 µM]
O=C(OCc1ccccc1)N1CCC2CC1c1ccc(N3CCOCC3)cc12 (stereo not drawn)	x	17	4%	0%	x	x	x
CCOCCOC(=O)c1ccc2c(c1)N(Cc1ccccc1C#N)C(=O)c1ccccc1S2(=O)=O	x	-2	4%	x	x	2%	x
O=C(O)c1cccnc1SCc1cccc(Cl)c1	0%	36&8	-13%&0%	-4%	-25%	0%&5%	-10%
Cc1ccc(S(=O)(=O)N2CCCC2C(=O)n2nc(C)cc2C)cc1 (stereo not drawn)	3%	34	2%	-27%	-8%	4%	4%
COc1ccc(C(C)NC(=O)C23CC4CC(CC(C4)C2)C3)cc1OC (stereo not drawn)	-6%	56	5%	-2%	0%	-8%	-4%
CN(Cc1nc(-c2ccc(C(F)(F)F)cc2)no1)C1CCOCC1	-2%	-13	1%	-11%	71%[activator]	-2%	7%
O=C(Nc1cnn(Cc2ccc(F)cc2)c1)C(c1ccccc1)c1ccccc1	2%	-19	-9%	-16%	-35%	-16%	-24%
O=C(Cn1nc(C(=O)O)c2ccccc2c1=O)NCc1ccco1	1%	16	-11%	-6%	-14%	-11%	1%
O=C(Cc1ccc(S(=O)(=O)N2CCOCC2)s1)N(Cc1ccccc1)c1ccccc1	x	-38	1%	-8%	28%	-11%	-7%
COc1ccc(NC(=S)Nc2ccc(S(=O)(=O)N3CCOCC3)cc2)c(OC)c1	6%	7	-9%	5%	-22%	-6%	6%
COc1ccc(N(CC(=O)N2CCN(c3cc(C)ccc3C)CC2)S(=O)(=O)c2c(C)noc2C)cc1	-1%	8&-8	-3%&-2%	9%	-10%	-10%&4%	u
COc1ccc(Cl)cc1NC(=O)COC(=O)CCNS(=O)(=O)c1cccs1	x	-21	-8%	1%	-21%	-5%	-20%
O=C(/C=C/c1ccco1)N1CCN(c2ccccc2)CC1	0%	3	-8%	-5%	-18%	u	8%
CN(C(=O)c1cc(-c2cccs2)nn1-c1ccccc1)C1CCS(=O)(=O)C1 (stereo not drawn)	x	-9	1%	-7%	x	x	x
CCNC(=O)C1(C)CCCN(CCOc2ccc(OC)cc2)C1 (stereo not drawn)	x	-3	2%	3%	x	x	x
O=C(C1=C[C@@H]2[C@H]3C(=O)N(c4ccccc4)C(=O)[C@H]3[C@@H](C(=O)c3ccc(Cl)cc3)N2C=C1)c1ccccc1	0%	x	x	x	-20%	-1%	-2%
O=C(COC(=O)c1cccs1)c1ccccc1	14µM*	-2	-6%	3%	-13%	-13%	27%
CCn1nc(C)cc1C(=O)N1CCCC(C(=O)c2ccccc2SC)C1 (stereo not drawn)	-1%	2	3%	0%	55%	0%	u
COc1ccc(OC)c(NS(=O)(=O)c2ccc(-c3coc(C)n3)cc2)c1	11%	x	5%	-16%	1%	-7%	u
CCN1CCN(CCNC(=O)Nc2ccc([N+](=O)[O-])cc2)CC1	-1%	-20	-1%	-2%	-27%	4%	-13%
Cc1ccccc1C(=O)NCCCn1ccnc1	0%	-9	-2%	-10%	-11%	-13%	11%
COc1ccccc1CNC(=O)c1cc(S(=O)(=O)N2CCCC(C)C2)cn1C (stereo not drawn)	x	15	1%	x	x	-2%	x
COc1ccc(CCNC(=O)c2ccc(CS(=O)(=O)c3ccc(Cl)cc3)o2)cc1OC	1%	u	-5%	5%	25%	-8%	13µM*
COc1ccc(NC(=S)N2CCN(C/C=C/c3ccccc3)CC2)cc1	5%	-65*	-11%	59%[activator]	84%[activator]	-7%	u
Cc1ccc2c(c1)C1CN(C)CCC1N2CC(=O)N(C)c1ccccc1 (stereo not drawn)	0%	0	0%	-1%	1%	-10%	22%
Cc1cc(C)n(/N=C/c2c[nH]c3ccccc23)c(=O)c1C#N	9%	-26	-21%	-3%	-9%	3%	0%
Cc1[nH]c2ccccc2c1SCC(=O)N1CCCCC1	2%	29	-1%	-4%	-15%	-10%	3%
COc1cc(C(C)=O)ccc1OCC(=O)NCc1ccccc1CN1CCCC1	x	29	6%	-7%	x	x	x
O=C(NCc1ccccn1)Nc1ccccc1C(F)(F)F	-5%	8	-8%	9%	-16%	u	6%
COc1ccc(Cl)cc1NC(=S)N1CCCC1	-3%	u	3%	-2%	-21%	1%	7%
CC(=O)c1ccc(N2CCN(C(=O)c3cc(S(=O)(=O)N4CCCCCC4)cn3C)CC2)cc1	x	4	2%	x	x	-2%	x
COc1ccc2[nH]c(C)c(C(=O)CN3CCN(C/C=C/c4ccccc4)CC3)c2c1	3%	51	2%	-11%	77%[activator]	0%	u
NNc1nc(-c2ccccc2)nc2sc3c(c12)CCCC3	-6%	-3	-5%	-6%	-25%	-8%	15%
COc1ccc(CCn2c(O)c(C3=c4ccccc4=NC3=O)sc2=S)cc1OC	-1%	3	-4%	-5%	-21%	-10%	8%
CC[C@@H]1[C@H]2CCCC(=O)N3CC[C@@H](C[C@H]1O)[C@@H]23	x	11	2%	17%	x	x	14%

Going on with the list.
SMILES	LmPK inhibitor	HCMV antiviral	TbPYK inhibitor	AMA1 RON2 block	AmpC no deterg	AmpC detergent	HCV inh
O=C(COc1ccccc1)c1cn(CC(=O)N2CCCC2)c2ccccc12	-1%	-12	2%	6%	26%	0%	-24%
CCOc1ncccc1C(=O)OCC(=O)NCc1cccs1	x	-20	0%	0%	-19%	x	-3%
COc1ccc(-c2cc(=O)n3[nH]cnc3n2)cc1	x	12	0%	x	x	12%	x
Cc1ccccc1NC(=O)NCC1CCN(Cc2cccc(Cl)c2)CC1	1%	u	-5%	-8%	11%	5%	-23%
OCC[C@@H]1C[C@@H](O)[C@H](O)[C@]2(OCCCc3ccccc32)O1	0%	6	-4%	-5%	-17%	u	18%
Nc1nc(-c2ccccc2)cs1	4%	86	3%	-8%	-16%	0%	24%
CCOCCCN(C)C1CCN(C(=O)c2oc3ccccc3c2NC(=O)Cc2ccc([N+](=O)[O-])cc2)CC1	-9%	-19	-1%	6%	126%[activator]	-2%	-28%
O=C(CCc1ccccn1)N1CCCC(N2CCN(c3cccc(C(F)(F)F)c3)CC2)C1 (stereo not drawn)	6%	10	-1%	4%	159%[activator]	3%	-19%
Cc1cccc(OC(=O)c2snnc2C)c1	x	-4	-13%	x	x	20%	x
CCOc1ccccc1N(CC(=O)NC1CCCCC1)C(=O)c1nsc(Cl)c1Cl	0%	-36	1%	-10%	46%	4%	9%
COc1ccccc1CNS(=O)(=O)c1cc(C(=O)N(C)Cc2cccnc2)c(Cl)cc1Cl	x	1	-1%	-9%	x	x	u
COC(=O)Cn1c(=NC(=O)C(C)C)sc2c(C)cc(C)cc21	0%	12	0%	-6%	-21%	u	-18%
O=C(CC1SC(N2CCCCC2)=NC1=O)Nc1cccc(C(F)(F)F)c1 (stereo not drawn)	1%	-19	-5%	-5%	91%[activator]	u	-7%
CC(=C\c1ccco1)/C=C(\C#N)C(=O)NCCc1c[nH]c2ccccc12	1%	-73*	-3%	-10%	-21%	-13%	u
COc1ccc(CC(=O)NCC(=O)N/N=C/c2c[nH]c3ccccc23)cc1	6%	12	2%	1%	-29%	u	x
COc1ccc(C(C)=O)cc1CC(=O)NCCCn1ccnc1	0%	-34	-3%	8%	10%	u	-7%
CSCC[C@H](NC(=O)[C@H](Cc1ccccc1)n1c(=O)[nH]c2ccccc2c1=O)C(=O)N1CCC[C@H]1C(=O)O	3%	-15	-9%	-6%	-8%	-9%	-5%
CN(CCCNC(=O)C1CCN(S(=O)(=O)c2cccc3nsnc23)CC1)Cc1ccccc1	-2%	-14	2%	30%	24%	-2%	11%

Arranged by length of the SMILES (lowest first): 4 of the compounds above
SMILES	LmPK inhibitor	HCMV antiviral	TbPYK inhibitor	AMA1 RON2 block	AmpC no deterg	AmpC detergent	HCV inh
COC(=O)Cn1c(=NC(=O)C(C)C)sc2c(C)cc(C)cc21	0%	12	0%	-6%	-21%	u	-18%
CN(CCCNC(=O)C1CCN(S(=O)(=O)c2cccc3nsnc23)CC1)Cc1ccccc1	-2%	-14	2%	30%	24%	-2%	11%
COc1ccccc1CNS(=O)(=O)c1cc(C(=O)N(C)Cc2cccnc2)c(Cl)cc1Cl	x	1	-1%	-9%	x	x	u
CSCC[C@H](NC(=O)[C@H](Cc1ccccc1)n1c(=O)[nH]c2ccccc2c1=O)C(=O)N1CCC[C@H]1C(=O)O	3%	-15	-9%	-6%	-8%	-9%	-5%
